Screens: PubChem BioAssay, National Center for Advancing Translational Sciences (NCATS)
Nrf2 activator: qHTS of Nrf2 Activators; AREc32 ARE-luciferase reporter (MCF7-derived line), luminescence, 24 h; AID 624171, 2012; 0.31% of 410,000 active; Potency, µM (titrated, usually from 46.1 µM), for the others: at the top dose activation, usual class: activators; further: potency means the concentration at half of the fitted maximal effect; % of control where 0% means no effect; nearly all actives have a fitted effect of over 65% in size
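AREc32 cells carrying an ARE-driven firefly luciferase, 1000 cells/well in OPTI-MEM with 5% FBS, dosed after overnight attachment and incubated 24 hr at 37 deg C. Steady-Glo luminescence read after 30 min at RT.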
MmCpn inh: Inhibitors of TCP-1 ring complex (TRiC) of Methanococcus maripaludis (MmCpn): qHTS | Chaperonin Mm-Cpn (Methanococcus maripaludis) | purified Mm-Cpn ATPase, ADP Transcreener TR-FRET | Potency, µM (highest dose often 76.9 µM), inactives show at the highest dose activity, negative = inhibition, most hits filed as inhibitors | 0.031% of 330,000 active | AID 504842, 2011; further: potency means the concentration at half of the fitted maximal effect; on the % scale 0 is the no-effect control and ±100 the full control effect; nearly all actives have a fitted effect of over 80% in size
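ATP (10 uM final) was added to archaeal chaperonin (25 nM final) after 10 min exposure to test compound at 37°C; after 30 min further incubation, ADP was detected by competitive TR-FRET.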
A549 viability: Nrf2 qHTS screen for inhibitors: counterscreen for cytotoxicity | A549 ARE-Fluc cells, CellTiter-Fluor viability, 18-24 h | Potency, µM (series often up to 46 µM), for inactives: at the top dose activity change, negative = cytotoxicity, hits mostly inhibitors | 0.16% of 390,000 active | AID 504648, 2011; further: potency means the concentration at half of the fitted maximal effect; on the % scale 0 is the no-effect control and ±100 the full control effect
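A549 ARE_Fluc cells in 5% FBS OPTI-MEM were exposed to compounds in concentration-response for 18-24 h at 37 deg C. Viability was read by CellTiter-Fluor fluorescence (Ex 405/Em 525) after 30 min, before the luciferase read.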
TGFb inhibitor: qHTS for Inhibitors of TGF-b; HepG2 CAGA-GFP TGF-b/SMAD3 reporter, GFP fluorescence, 18 h; TGF-beta stimulated, 500 pg/mL final; Potency, µM (top dose mostly 46.1 µM), without a hit: top-dose activity, negative = inhibition, actives largely listed as inhibitors; 1.2% of 410,000 active; further: potency means the concentration at half of the fitted maximal effect; on the % scale 0 is the no-effect control and ±100 the full control effect; nearly all actives have a fitted effect of over 65% in size
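HEPG2 CAGA-GFP, 1000 cells/well; 2 h settle, 37 C; cpd via pin tool; TGF-b 500 pg/mL final; 18 h, 37 C; GFP imaging ex488/em500-530; %Activity normalised to -TGF-b and +DMSO controls; CRC fit, curve class.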
HepG2 viability: qHTS for Inhibitors of TGF-b: Cytotox Counterscreen; HepG2 CAGA-GFP viability, ATP luminescence, 18 h; Potency, µM (highest dose often 46.1 µM), for the others: at the top dose activity change, negative = cytotoxicity, actives largely listed as cytotoxic; 0.76% of 410,000 active; AID 588856, 2011; further: potency means the concentration at half of the fitted maximal effect; some results filed as inactive show a strong effect at the top dose
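CellTiter-Glo luminescence gave cytotoxicity after 18 hours at 37 degrees C. The cells were HepG2 CAGA-GFP in 1% FBS DMEM, stimulated with 500 pg/mL TGF-beta after compound addition. %Activity was normalised to no-cell wells (complete cell-killing) and DMSO (no toxicity), and curves were fitted and classified.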
CCT modulator: High-Throughput Screening for Modulators of Cytosolic Chaperonin Activity | purified chaperonin ATPase assay, HTRF ADP detection, 30 min | 0.3% of 360,000 active | activity change, % (test concentration not listed), hits read low; in the data active means activity change below about -30%; further: on the % scale 0 is the no-effect control and ±100 the full control effect
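TRiC (40 or 20 nM final, by batch activity) in 30 mM Tris pH 7.4, 100 mM KCl, 5 mM MgCl2, 1 mM DTT was treated with compound at 76 uM single dose, then 10 uM ATP, 30 min at 37 °C. ADP was read by HTRF Transcreener.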
ATXN viability: Viability Counterscreen for Primary qHTS for Inhibitors of ATXN expression | 0.49% of 400,000 active | S2 cells (HEK-293 line with an ATXN2-luciferase reporter) viability, CellTiter-Fluor protease fluorescence, 24 h | AID 651635, 2014 | Potency, µM (titrated, usually from 56.7 µM), hits mostly cytotoxic; further: potency means the concentration at half of the fitted maximal effect; nearly all actives have a fitted effect of over 40% in size
Nrf2 inh: Nrf2 qHTS screen for inhibitors. A549 ARE-Fluc reporter, luciferase luminescence, 18-24 h. Potency, µM (top dose mostly 46 µM), without a hit: at the top dose activity change, negative = inhibition, actives largely listed as inhibitors. 2.1% of 360,000 active. AID 504444, 2011; further: potency means the concentration at half of the fitted maximal effect; on the % scale 0 is the no-effect control and ±100 the full control effect; nearly all actives have a fitted effect of over 60% in size
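Reporter: ARE-Fluc in A549. Exposure: 18-24 h, 37 °C, 5% CO2, 5% FBS OPTI-MEM. Readouts: fluorescent cytotoxicity (CellTiter-Fluor), then luminescent Nrf2 signal after BugLite.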
Akt phos inh: HTS Assay for Inhibitors of Akt Phophorylation: Primary Screen; 0.32% of 360,000 active; activity change, % for hits at 50 µM; Neuro2A IGF-stimulated pAkt S473 HTRF, 20 min; hits give low values; in the data active means activity change below about -80%; inconclusive means mostly about -51% to -80%; further: on the % scale 0 is the no-effect control and ±100 the full control effect
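Neuro2A cells in DMEM with 0.5% FBS, overnight at 37 deg C, given compound at single 50 µM final, then IGF (6 nM final) for 20 min at 37 deg C. Lysed; phospho-Akt Ser473 by HTRF after 24 h, 665/615 ratio.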
* marks the source's active call; other numbers are inactive results; i = inactive; ? = inconclusive; / = not tested or not shown; & = joins results of further samples. Unless noted, the call rests on the fitted dose curve; in most records, active means well fitted curve in the direction sought with a large enough effect; inconclusive means small, poorly fitted or top-dose-only effect, or another doubt; inactive means no such curve, though single readings can be large; an effect the other way counts as inactive or inconclusive.

SMILES	Nrf2 activator	MmCpn inh	A549 viability	TGFb inhibitor	HepG2 viability	CCT modulator	ATXN viability	Nrf2 inh	Akt phos inh
CCCCCCCCN1C(=O)[C@H](CC(=O)N2CCSCC2)C[C@@]2(C(=O)OC)CCCCC=C12	-0.3%	/	/	/	/	0.5	?	/	i
COCCNC(=O)c1ccccc1NC(=O)c1ccc(OC)c(OC)c1	-0.7%	1.6%	4.5%	-0.8%	-26.5%	-0.4	i	-19.8%	i
O=C(OCC(=O)N(CCc1ccccc1)Cc1ccccc1)c1cc(S(=O)(=O)N2CCOCC2)ccc1F	2.7%	-0.7%	0.4%	-20.0%	4.1%	2.1	i	11.0%	i
Cc1ccc2nc(SCC(=O)Nc3ccccc3N3CCOCC3)c(C#N)cc2c1	1.5%	-1.7%	-22.0%	-8.0%	-12.8%	0.1	i	?	i
C#CCOc1c(Cl)cc(/C=N/O)cc1OC	2.5%	-2.5%	18.3%	-3.1%	-53.6%	-0.2	i	-4.7%	i
O=C(C1CCN(S(=O)(=O)c2cccc3nsnc23)CC1)N1CC=C(c2ccccc2)CC1	2.1%	-5.7%	-6.6%	-18.2%	-27.4%	1.4	i	?	i
O=C(CCCCCN1C(=O)c2ccccc2C1=O)Oc1ccc2c3c(c(=O)oc2c1)CCC3	-0.4%	-6.8%	0.2%	3.8%	9.7%	-2.3	i	-1.9%	i
CCOc1cccc(NC(=O)C2CCCN(S(=O)(=O)c3ccc(OC)cc3)C2)c1 (stereo not drawn)	-0.3%	-1.5%	?	-10.0%	-30.0%	-2.3	i	/	i
Cc1oc(C(=O)Nc2ccc(O)cc2)cc1COc1ccccc1	14.6%	-0.2%	-25.5%	-9.2%	-17.8%	4.6	?	-29.3%	i
O=C(CCC(=O)NNC(=O)COc1ccc(Br)cc1)NCc1ccccc1	-0.4%	-0.9%	10.9%	0.5%	-4.2%	0.6	i	14.4%	i
O=C(Cn1c(=O)oc2ccccc21)NC(=O)NCc1ccccc1	0.8%	0.2%	1.1%	-14.7%	-4.4%	0.5	i	2.9%	i
CCOc1ccc(-c2nc(CS(=O)(=O)CC(=O)NCc3ccc(F)cc3)c(C)o2)cc1	0.0%	-1.2%	4.9%	?	-53.2%	0.7	i	7.3%	i
Nc1nonc1-c1nc2ccccc2n1CCC(=O)O	-0.4%	0.8%	/	0.0%	-0.1%	-0.7	i	-5.4%	i
O=C(Nc1ccc2c(c1)CCC2)c1cc(S(=O)(=O)N2CCN(c3ccccc3)CC2)ccc1Cl	0.0%	-4.3%	-6.3%	6.3%	4.5%	0.9	i	-3.2%	i
O=C(Nc1cccnc1)Nc1ccc2c(c1)OCO2	4.2%	0.1%	-9.8%	20.5%	-63.6%	-0.6	/	1.6%	/
Cc1c(NC(=O)c2sc3c([N+](=O)[O-])cccc3c2Cl)cccc1-c1nc2ccccc2o1	0.2%	/	3.9%	-2.9%	-6.8%	/	i	15.1%	/
COc1ccc(O)c(C(=O)c2cnn(C(=O)c3cccc(N(C)C)c3)c2)c1	5.0%	0.9%	8.7%	10.5%	0.1%	-1.4	i	3.5%	i
COc1cc(C)ccc1OCCOCCOc1ccc(C)cc1[N+](=O)[O-]	0.3%	-2.2%	2.3%	-3.2%	-25.5%	-1.1	i	11.6%	i
CCC(=O)N1c2ccc(S(=O)(=O)CCC(=O)N3CCn4c3nc3ccccc34)cc2CC1C (stereo not drawn)	3.4%	0.5%	-2.7%	-8.0%	-18.4%	-2.5	?	9.8%	i
O=C(c1cc([N+](=O)[O-])cc([N+](=O)[O-])c1)N(Cc1nnc(-c2ccccc2Cl)o1)C1CC1	3.9%	-12.0%	?	?	0.5%	1.7	i	-17.0%	i
O=C(COC(=O)c1cc(S(=O)(=O)N2CCOCC2)ccc1F)NCCc1ccc(F)cc1	-0.4%	0.1%	9.9%	-2.5%	-2.4%	0.4	i	8.4%	i
O=[N+]([O-])/C=C\c1ccc(N2CCOCC2)cc1	-2.3%	/	-25.9%	?	-64.3%	-2.4	?	?	i
CC#CCN1c2ccccc2[C@]23C[C@@H](C(=O)OC)N(C(=O)NC(C)(C)C)C2=NC(C(=O)OC)=C(C(=O)OC)[C@H]13	0.6%	/	4.0%	-10.2%	-4.8%	-2.9	i	-5.0%	i
O=C1CN(C(=O)c2c(F)cccc2F)C(c2ccc(F)cc2)c2cc(Br)ccc2N1 (stereo not drawn)	-0.7%	-5.1%	-0.1%	-9.5%	-21.9%	0.0	?	-9.9%	i

Already shown: an excerpt of the list.
SMILES	Nrf2 activator	MmCpn inh	A549 viability	TGFb inhibitor	HepG2 viability	CCT modulator	ATXN viability	Nrf2 inh	Akt phos inh
O=[N+]([O-])/C=C\c1ccc(N2CCOCC2)cc1	-2.3%	/	-25.9%	?	-64.3%	-2.4	?	?	i
CC#CCN1c2ccccc2[C@]23C[C@@H](C(=O)OC)N(C(=O)NC(C)(C)C)C2=NC(C(=O)OC)=C(C(=O)OC)[C@H]13	0.6%	/	4.0%	-10.2%	-4.8%	-2.9	i	-5.0%	i
O=C1CN(C(=O)c2c(F)cccc2F)C(c2ccc(F)cc2)c2cc(Br)ccc2N1 (stereo not drawn)	-0.7%	-5.1%	-0.1%	-9.5%	-21.9%	0.0	?	-9.9%	i

Next part:
SMILES	Nrf2 activator	MmCpn inh	A549 viability	TGFb inhibitor	HepG2 viability	CCT modulator	ATXN viability	Nrf2 inh	Akt phos inh
CCC(=O)N1CCc2cc(CNS(=O)(=O)c3ccccc3F)ccc21	6.3%	/	2.4%	1.5%	-17.1%	/	/	/	/
C#CCOCCOCCOCCNc1nc(N2CCN(C(=O)[C@H](CCC(=O)O)n3cc(CN)nn3)CC2)nc(N2CCN(C(=O)[C@H](CCCN=C(N)N)n3cc(C(N)[C@@H](C)CC)nn3)CC2)n1 (stereo partly drawn)	-1.0%	-6.1%	-3.9%	4.8%	6.4%	1.6	i	3.4%	i
CC1Oc2ccccc2C=C1C1/C(=C(/O)c2ccccc2)C(=O)C(=O)N1CCCN(C)C (stereo not drawn)	-0.5%	-8.6%	-5.7%	7.4%	-0.7%	0.6	i	0.4%	i
Cc1noc(-c2ccc(NC(C)c3ccccc3)c([N+](=O)[O-])c2)n1 (stereo not drawn)	3.7%	/	2.7%	-27.2%	-41.0%	/	i	8.7%	/
CCOC(=O)c1c(C)[nH]c(C(=O)NNC(=O)c2ccc(Br)cc2)c1C	5.4%	0.9%	10.5%	-1.0%	-1.5%	1.1	i	?	i
CC(C)(C)c1ccc(C(=O)NNC(=O)c2ccccc2Br)cc1	2.6%	0.2%	-5.1%	?	-0.8%	-0.4	i	11.2%	i
Cc1ccc(C)c(N2CCN(S(=O)(=O)c3cnc(N)nc3)CC2)c1	0.5%	/	-0.5%	?	-20.1%	/	/	/	/
Cc1ccc(S(=O)(=O)NCC2CCC(C(=O)NCc3cccs3)CC2)cc1 (stereo not drawn)	0.1%	1.2%	0.2%	1.0%	-4.3%	-1.0	i	0.3%	i
c1nc(NC2CCCCC2)c2[nH]cnc2n1	0.3%	0.6%	-8.6%	0.0%&-1.4%	-0.3%&-25.1%	-1.6	/	-1.2%	/
COc1ccc(S(=O)(=O)NC(CCSC)C(=O)NC2CCCCC2)cc1 (stereo not drawn)	0.0%	1.4%	-0.7%	11.7%	-11.0%	2.2	i	-4.1%	i
CCOc1cc(CNc2ncn[nH]2)ccc1OCC(=O)NC(C)(C)C	-0.6%	-1.4%	9.2%	-1.6%	-58.9%	-4.6	i	-5.8%	i
CCn1c(-c2ccccc2Cl)nn(CC(=O)NCCc2ccccc2)c1=S	-0.5%	0.3%	-7.9%	5.9%	1.2%	-0.6	i	10.8%	i
O=C(NCc1ccco1)c1cccc(S(=O)(=O)N2CCCC2)c1	1.5%	0.6%	1.6%	2.6%	4.4%	0.3	i	-28.5%	i
Cc1ccccc1OCCNC(=O)c1ccc2ccccc2n1	3.0%	3.4%	0.7%	0.0%	-28.2%	2.4	i	?	i
Cc1nn2c(NCCCN(C)C)c3c(nc2c1-c1ccccc1)CCCC3	7.8%	4.0%	-0.5%	?	-26.1%	-6.7	?	6.5%	i
CCCCCC/C=C/c1ccc(OC)c(C2C3C=CCC(C)C3C(=O)N2Cc2ccccc2)c1 (stereo not drawn)	/	/	-2.3%	1.0%	6.5%	/	/	9.2%	/
c1ccc(-c2c3ccccc3nc3[nH]c4ccccc4c23)cc1	8.3%	0.5%	5.6%	-22.1%	-4.6%	-0.2	i	0.5%	i
CN(C)C(=O)CCC(=O)N(C)CC1CCCN(CCc2ccc(F)cc2)C1 (stereo not drawn)	-1.1%	2.2%	-1.7%	-2.8%	-33.5%	-2.5	i	1.2%	i
O=c1nc(N(c2ccccc2)c2ccccc2)[nH]c(=O)[nH]1	-0.7%	0.3%	-3.6%	?	-59.8%	0.3	i	2.4%	i
O=C(N/N=C/c1ccccc1C(=O)O)c1ccccc1Br	6.4%	1.3%	1.2%	-0.8%	-4.7%	-1.4	i	-0.9%	i
CCCC(=O)N1CCN(c2ccc([N+](=O)[O-])cc2Cl)CC1	-0.9%	-2.5%	-5.8%	-10.0%	5.3%	-3.1	i	-23.1%	i
CCOC(=O)C1=C(N)Oc2c(oc(CO)cc2=O)C1c1c(F)cccc1Cl (stereo not drawn)	0.7%	1.5%	-19.4%	-3.1%	-0.5%	0.6	i	-10.9%	-108.9%*
